Bioassay records deposited in PubChem BioAssay by NCI.
All columns: NCI-60 one-dose screen, growth in % after 48 h at 10 µM unless noted; 100 = growth as untreated, 0 = no growth, -100 = all killed.
ACHN: ACHN renal cancer; actives 4.9% (n = 81,000)
NCI/ADR-RES: NCI/ADR-RES ovarian cells; actives 4.4% (n = 81,000); AID 1794790
UO-31: UO-31 renal cancer | actives 5.2% (n = 81,000)
TK-10: TK-10 renal cancer cells. actives 3.9% (n = 81,000)
SN12C: SN12C renal cancer cells; actives 3.8% (n = 81,000); AID 1794767
786-0: 786-0 renal cancer cells | actives 5.1% (n = 81,000) | AID 1794775
CAKI-1: CAKI-1 renal cancer; actives 4.7% (n = 75,000); AID 1794772
IGROV1: IGROV1 ovarian cancer. AID 1794786. actives 4.7% (n = 79,000)
* = called active by the depositor; x = not tested or not shown; & = joins results of further samples. The calls were made as follows: active = growth percent below 10; inactive = the rest.

SMILES	ACHN	NCI/ADR-RES	UO-31	TK-10	SN12C	786-0	CAKI-1	IGROV1
Cc1cc(C)c(-c2cc(O)c(-c3c(C)cc(C)cc3C)cc2O)c(C)c1	38	58	62	56	65	30	40	70
CCOC(=O)c1nc2c3ccccc3cnn2c1C(=O)c1ccc(OC)cc1	100	94	79	140	98	102	87	105
O=C(C[n+]1cccc(Br)c1)c1ccc2ccccc2c1	113	111	82	109	98	110	134	99
C#CCOc1cc(N(CC)CC)ccc1C(C(=O)NC(C)(C)C)N(C(=O)C1CCc2cc(F)ccc2O1)c1ccccc1Br (configuration not stated)	42	63	43	86	56	59	45	91
CN(C(=O)Nc1cccc2c(NC(=O)N(C)C3CCCCC3)cccc12)C1CCCCC1	91	110	99	122	92	94	116	98
COc1cc(/C=C/C(=O)c2ccc(NC(=O)CSc3nnc(-c4ccc(-c5nc6ccc(Cl)cc6[nH]5)cc4)o3)cc2)cc(OC)c1OC	97	84	86	136	104	109	91	88
CC1=C(C(=O)c2ccccc2)C(c2cccc3ccccc23)n2c(nc3ccccc32)N1 (configuration not stated)	88	43	82	84	75	71	56	86
O=c1c2cnn(-c3ccccc3)c2n2c(-c3ccc(Cl)cc3)nnc2n1-c1ccccc1	113	99	96	83	105	97	96	105
COc1cc2c(c(OC)c1OC)C1c3ccccc3NC(=O)N1CC2 (configuration not stated)	100	91	75	95	108	91	91	106
N#Cc1c(-c2ccco2)nc(NCCO)[nH]c1=O	103	102	95	104	100	97	98	107
NC(=O)[C@H]1O[C@@H](n2cnc3c(=O)[nH]cnc32)[C@H](O)[C@@H]1O	104	106	98	112	97	105	102	110
COC(=O)c1cc(N)cn1C	86	104	142	112	93	100	85	11
O=c1[nH]c(SCc2ccccc2)nc2nc(Nc3ccc(NC(=S)Nc4ccccc4)cc3)nc(-c3ccc(O)cc3O)c12	90	99	107	133	88	95	101	x
CCCCc1nnc(NS(=O)(=O)c2ccc(C)cc2)s1	110	99	86	101	104	103	100	107
C/C(=N\NC(=S)N1CC2CCC(CC2)C1)c1ccccn1	15	13	-8.1*	22	4.3*	3.9*	0.1*	5.1*
Cc1cnc2cccc(C)n2c1=O	106	101	81	110	100	106	x	98
O=C(N/N=C/c1cccc2ccccc12)c1ccc2cccc(O)c2n1	93	90	93	132	96	111	103	102
COC(=O)c1cccc(NC2=CC(=O)C(C)=C(C)C2=O)c1	100	87	94	133	93	101	87	89
Cc1c(-c2noc(-c3ccc([N+](=O)[O-])cc3)n2)no[n+]1[O-]	89	96	78	153	98	99	84	89
COCCN1CCN(c2nc(NCCN3CCOCC3)ncc2Br)CC1	104	97	90	95	103	101	90	107
Cc1c(-c2ccccc2)oc2c(C(=O)OCCN3CCCCC3)cccc2c1=O	100	107	101	101	110	108	98	125
S=c1n(Cc2ccc3ccccc3c2)ccn1Cc1ccc2ccccc2c1	104	95	82	91	99	101	94	92
COc1ccc(NC(=O)CCn2c(=O)c3c(ncn3C)n(C)c2=O)cc1	111	108	96	86	115	99	96	109
CC(C)COC(=O)N1CCCCC1C (configuration not stated)	99	109	89	102	101	92	103	133
C#CCN(C)CCCOc1ccc(NC(=O)CCCCCCCC(=O)NO)cc1Cl	97	103	79	99	101	101	88	104
O=C(NN1C(=O)/C(=C/C=C/c2ccc([N+](=O)[O-])o2)SC1=S)c1ccncc1	-100*	-4.3*	-97*	-91*	-100*	-80*	-100*	-95*
Nc1ccc(Cl)c2c(=O)c3ccccc3[nH]c12	81	97	65	78	89	77	78	95
CCCCCCCCCCCCOC(=O)CCSCCC(=O)OCCCCCCCCCCCC	94	111	85	105	101	100	94	100
COc1ccc2c(CCNC(=O)c3nnn(-c4ccc(F)cc4)c3C)c[nH]c2c1	100	105	76	101	100	105	87	97
O=C(Cc1ccccn1)C(F)(F)C(F)(F)C(F)(F)F	111	104	92	117	95	104	x	123
O=C1c2ccc([N+](=O)[O-])cc2C(=O)N1C1c2ccccc2Oc2ccccc21	103	101	92	93	x	93	100	101
Cc1ccc(-c2nc(C(Cl)Cl)nc3cc(-c4ccccc4)nn23)cc1	-60*	14	45	24	51	62	-23*	29
O=c1cc2oc3cc(O)c(O)cc3c(-c3ccccc3O)c-2cc1O	24	78	35	108	66	57	x	64
Cc1nc2sc(C(=O)Nc3ccncc3)c(N)c2cc1C(C)O (configuration not stated)	98	106	90	80	101	89	106	106
CC1=CCC(OC(=O)C(C)(O)CCC(O)(C(=O)OC2CC(O)(C(C)C)CCC2(C)O)C(C)C)(C(C)C)CC1 (configuration not stated)	104	112	85	101	105	112	95	103
COc1cc(-c2nc(SCCCCCC(=O)NO)[nH]c(=O)c2C#N)cc(OC)c1OC	109	107	118	107	111	101	112	112
COc1ccc(-c2nc(SCc3nc4ccccc4[nH]3)nc(NC3CC3)c2C#N)cc1	78	87	45	103	99	90	85	86
O=S(=O)(/N=c1\c2ccccc2cnn1C1=NCCN1S(=O)(=O)c1ccccc1)c1ccccc1	107	101	84	97	98	104	102	97
Cn1ccc2c1CC1CN(Cc3ccccc3)C(=O)C1C2C(=O)O (configuration not stated)	99	104	89	105	102	x	95	101
S=C(Nc1ccccn1)c1ccccn1	99	103	90	117	100	94	108	x
CC(=O)c1c(OC(C)C(=O)O)ccc2ccccc12 (configuration not stated)	97	116	86	114	104	105	92	107
O=C1NC(=O)C(Cc2ccc(OCc3ccc(-c4ccc(F)cc4)cc3)cc2)S1 (configuration not stated)	80	79	53	97	82	90	65	64
CNC(=O)C(C)C1C(=O)/C(=C(O)/C=C\C(C)=C\C(C)C2OC3(C)OC(C=CC34CO4)C2C)C(=O)N1C1CCC(O)C(C)O1 (configuration not stated)	114&98	94&111	87&94	103&114	103&108	98&96	110&88	104&101
CC(=NC1CCCCC1)c1ccc(O)cc1O	97	114	108	104	94	111	x	x
COc1ccc(/C=C/c2c(C(=O)/C=C/c3ccccc3)c(C)nc3ccccc23)cc1	7.5*	3.6*	-7.2*	25	24	14	21	6.1*

Some of the entries so far, with bars between the fields.
compound | ACHN | NCI/ADR-RES | UO-31 | TK-10 | SN12C | 786-0 | CAKI-1 | IGROV1
CC1=CCC(OC(=O)C(C)(O)CCC(O)(C(=O)OC2CC(O)(C(C)C)CCC2(C)O)C(C)C)(C(C)C)CC1 (configuration not stated) | 104 | 112 | 85 | 101 | 105 | 112 | 95 | 103
COc1cc(-c2nc(SCCCCCC(=O)NO)[nH]c(=O)c2C#N)cc(OC)c1OC | 109 | 107 | 118 | 107 | 111 | 101 | 112 | 112
COc1ccc(-c2nc(SCc3nc4ccccc4[nH]3)nc(NC3CC3)c2C#N)cc1 | 78 | 87 | 45 | 103 | 99 | 90 | 85 | 86
O=S(=O)(/N=c1\c2ccccc2cnn1C1=NCCN1S(=O)(=O)c1ccccc1)c1ccccc1 | 107 | 101 | 84 | 97 | 98 | 104 | 102 | 97
Cn1ccc2c1CC1CN(Cc3ccccc3)C(=O)C1C2C(=O)O (configuration not stated) | 99 | 104 | 89 | 105 | 102 | x | 95 | 101
S=C(Nc1ccccn1)c1ccccn1 | 99 | 103 | 90 | 117 | 100 | 94 | 108 | x
CC(=O)c1c(OC(C)C(=O)O)ccc2ccccc12 (configuration not stated) | 97 | 116 | 86 | 114 | 104 | 105 | 92 | 107
O=C1NC(=O)C(Cc2ccc(OCc3ccc(-c4ccc(F)cc4)cc3)cc2)S1 (configuration not stated) | 80 | 79 | 53 | 97 | 82 | 90 | 65 | 64
CNC(=O)C(C)C1C(=O)/C(=C(O)/C=C\C(C)=C\C(C)C2OC3(C)OC(C=CC34CO4)C2C)C(=O)N1C1CCC(O)C(C)O1 (configuration not stated) | 114&98 | 94&111 | 87&94 | 103&114 | 103&108 | 98&96 | 110&88 | 104&101
CC(=NC1CCCCC1)c1ccc(O)cc1O | 97 | 114 | 108 | 104 | 94 | 111 | x | x
COc1ccc(/C=C/c2c(C(=O)/C=C/c3ccccc3)c(C)nc3ccccc23)cc1 | 7.5* | 3.6* | -7.2* | 25 | 24 | 14 | 21 | 6.1*

The list goes on.
SMILES	ACHN	NCI/ADR-RES	UO-31	TK-10	SN12C	786-0	CAKI-1	IGROV1
CC(C)C(/C=C/c1ccccc1)=N\NS(=O)(=O)c1ccccc1	110	101	88	102	98	100	88	100
Oc1c(-c2[nH]c3ccccc3c2O)[nH]c2ccccc12	95	105	87	123	98	100	97	91
Cc1ccc(C(C)CO)cc1 (configuration not stated)	99	106	85	109	110	98	x	x
O=C(CSc1nnc(-c2ccc(Cl)cc2)n1-c1ccccc1)Nc1ccc(C(=O)O)cc1	108	110	97	111	96	95	101	104
O=C1/C(=C/c2ccc([N+](=O)[O-])cc2)CCc2ccccc21	102&101	97&105	57&87	100&92	100&104	87&87	82&99	82
C=C(C)[C@@H]1CC[C@]2(C)[C@H](CC[C@@H]3[C@@H]([C@@](C)(O)CCC=C(C)C)CC[C@]32C)[C@@]1(C)CCC(=O)N[C@@H](Cc1ccccc1)C(=O)OC	109	103	95	113	100	97	96	108
Cc1cc(C#Cc2ccc(C(C)(C)C)cc2)ccc1-n1c(/C=C/c2ccc3c(c2)OCO3)nc2ccccc2c1=O	102	102	90	102	85	94	90	113
Nc1nc(Cl)cc(=O)[nH]1	104	113	80	117	106	113	101	120
O=C(Nc1ccc2c(O)c(N=Nc3ccc(N=Nc4ccc(S(=O)(=O)O)cc4)cc3)c(S(=O)(=O)O)cc2c1)c1ccccc1	96	99	81	96	89	86	108	30
Cn1c(-c2ccccc2)c(C(C[N+](=O)[O-])c2ccccc2F)c2ccccc21 (configuration not stated)	91	80	75	98	87	89	56	83
N#CC1c2ccccc2C=CN1C(=O)CCCl (configuration not stated)	-6.3*	102	61	15	107	82	x	95
CON1CCC[C@]2(C)[C@H]3CC[C@@H]4[C@H]5[C@@H](O)C(C)(C)CC[C@]5(CO)CC[C@@]4(C)[C@]3(C)CC[C@H]2C1(C)C	107	111	95	105	93	100	97	103
CC1(C)NC(=O)CC[C@]2(C)[C@H]3CC=C4[C@@H]5C[C@@](C)(C(N)=O)CC[C@]5(C)CC[C@@]4(C)[C@]3(C)CC[C@@H]12	104	110	76	108	97	107	94	84
O=C(/C=C/C12c3ccccc3C(c3ccccc31)C1C(=O)NC(=O)C12)c1ccco1 (configuration not stated)	46	42	42	34	23	41	48	26
O=C(O)COc1cccc(C(=O)/C=C/c2ccc3c(c2)OCO3)c1	106	102	92	125	99	106	100	112
N/C(=N/N=C/c1ccccc1)N/N=C\c1ccccc1	76	11	68	74	67	56	63	73
Cc1cc(N(C)C)n2c(nc3ccccc32)c1C#N	96	104	77	89	101	81	83	99
CC(C)=CCO[C@H]1Cc2cc3ccc(=O)oc3cc2OC1(C)C	103	94	78	99	99	106	85	82
CCCCCCCCOc1ccc(/C=N/Nc2cc(C)nc3ccc(Br)cc23)cc1OCCCCCCCC	102	97	84	108	99	107	86	97
CC1=C([Se]CC(OC(=O)[C@@H](CSSC(C)(C)C)NC(=O)OC(C)(C)C)C(=O)NC(C)(C)C)C(=O)c2ccccc2C1=O (some centres not stated)	-83*	-79*	15	-96*	-73*	-94*	-52*	8.4*
Clc1nc(Cl)c2ncn(CC#CCn3cnc4c(Cl)nc(Cl)nc43)c2n1	-53*	60	x	-32*	3.1*	7.8*	-96*	-75*
NC1=NC(=O)NCC1	114	108	89	95	97	109	x	108
C1CCC2(CC1)OCCO2	103	112	97	103	102	x	84	103
N#Cc1c(-c2ccc(Cl)cc2)nc(SC(=O)c2ccc([N+](=O)[O-])cc2)[nH]c1=O	98	109	78	111	98	102	94	107
NNc1nc(Nc2ccccc2)nc(Nc2ccc(S(N)(=O)=O)cc2)n1	103	104	86	106	106	97	93	99
CCN(CC)CCN1C(=O)c2c(c3c4cc(Br)ccc4[nH]c3c3ccc4ccccc4c23)C1=O	-100*	-76*	-86*	-73*	-71*	-86*	13	-84*
CC(C)(C)CC(=O)N(Cc1ccncc1)Cc1cccc(OCCc2ccc(F)cc2)c1	95	75	54	101	89	77	58	72
CN(C)c1ccc(/C=C/C=N/NC(=O)c2cc(O)c(O)c(O)c2)cc1	77	102	66	101	105	103	93	100
CSc1ncnc2c1ncn2C1CCCO1 (configuration not stated)	99	101	92	106	99	104	79	120
CCCCOc1ccc(S(=O)(=O)N2CCN(c3nc(N4CCOCC4)c4ccccc4n3)CC2)cc1	100	92	86	105	111	95	90	108
O=C1NC(=O)c2ncccc21	110	106	104	x	105	102	96	107
NC(N)=NC(=O)c1nc(Cl)c(N)nc1N	98	105	75	102	93	100	93	101
COc1cc(/C=C2\SC(=S)N(NC(=O)CSc3nnc(Cc4ccccc4Nc4c(Cl)cccc4Cl)n3-c3ccccc3)C2=O)cc(OC)c1	100	103	78	101	90	98	95	104
CCOP(=O)(Cc1ccc(N(CCO)CCO)cc1)OCC	110	110	89	103	105	102	94	107
Cc1nc(Nc2ccc(OCCCBr)cc2)c2c(C)nn(-c3ccccc3)c2n1	108	107	96	94	79	84	95	92
CCOc1ccccc1CCO	102	100	95	102	102	97	101	105
CCN(CC)C1CCC(N)CC1 (configuration not stated)	102&103	101&104	88&101	103	106&104	102&102	93&96	107&122
O=CNC(C=O)C(O)C(O)C(O)CO (configuration not stated)	93	112	101	112	99	104	98	114
Nc1ccc2oc(-c3ccc(F)cc3Cl)nc2c1	102	109	79	96	105	88	102	112
CCCCCCCCCCCCCCCCC(Br)C(=O)O (configuration not stated)	97	110	88	116	102	111	101	125
CC(C)(Cc1ccc(Cl)cc1)NC(N)=O	100	103	92	126	102	103	97	101
CCOC(=O)/C=C1/S/C(=N\N=C\c2ccc(C(F)(F)F)cc2)N(c2ccccc2)C1=O	107	103	88	104	96	101	91	110
CC(C)(C)C(=O)C(=O)C(C)(C)C	116	102	92	100	100	108	101	109
CN1CCN(Cc2ccc(NC(=O)c3cncc(C#Cc4cnc5ccc(OC6CCOCC6)nn45)c3)cc2C(F)(F)F)CC1	-100*	-38*	-92*	-90*	-79*	-89*	-97*	-43*
